Screening results as filed in PubChem.
Xi reactivation: activators of inactive X chromosome reactivation, primary screen, imaging, XiGFP fibroblasts, GFP high-content imaging, set 2; XiGFP mouse fibroblasts, % GFP-positive cells imaging, 3 d; cells co-treated with 5-aza-dC sensitizer; scaled so ellipticine positive control = 100%; activation, % at 7.58 µM; 360,000 tested, 0.055% active; AID 743238, 2013;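 active = mean normalized replicate activation at least 10% and every replicate at or above 10%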;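 also: 0% = median of on-plate neutral control wells and 100% = ellipticine 6 µM median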
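System: 68-5-11 XiGFP fibroblast line | Buffer or medium: DMEM containing 5-aza-dC | Compound: Single point | Times: Compounds 3 days, fix/stain 15 min at room temperature | Benchmarks: Positive control ellipticine, 6 µM final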
GSIS activator: GLuc luminescence reporter in INS-1E cells, primary screen for activators of glucose-dependent secretion of insulin; INS-1E GLuc reporter insulin secretion, 2-3 h; activation, % at 16.6 µM; 370,000 tested, 0.61% active; AID 743287, 2014;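 active = lowest replicate activation of at least 40%, so every replicate reaches that level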;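 also: 0% = median of neutral control wells and 100% = median of IBMX positive control wells; some compounds called inactive have numbers as strong as hits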
* hit, by the source's call.

1	CC(C)NC(=O)N1CC2(C1)[C@@H](c1ccccc1)[C@@H](CO)N2C(=O)C1CCC1
2	CC(NC(c1ccccc1)c1ccccc1)C(=O)N1CCCc2ccccc21 (configuration not stated)
3	COC(=O)C[C@H]1CC[C@H]2[C@@H](COc3ccc(NC(=O)CN(C)C)cc3C(=O)N2C)O1
4	COc1ccc(N=C2C(=O)N3c4c(cccc42)C(C)=CC3(C)C)cc1
5	CCOC(=O)c1c(NC(=O)C2COc3ccccc3O2)sc2c1CC(C)(C)NC2(C)C (configuration not stated)

screen / no.,1,2,3,4,5
GSIS activator,-17,-2,2,-20,-19
Xi reactivation,0.1,0.2,0.1,0.0,-0.2

6	C[C@@H]1CN(C)C(=O)c2cccc(N(C)C)c2O[C@H]1CN(C)S(C)(=O)=O
7	CC(C)[C@@H]1C(=O)N[C@@H](c2ccc3c(c2)OCO3)CC=CC[C@@H](C)Oc2ccccc2C(=O)N1C (mixture of isomers)
8	COc1ccc(/C=C2\CCCC3C2=NC(=S)NC3c2ccc(OC)cc2)cc1 (configuration not stated)
9	Cc1cccc2sc(NC(=O)c3cccc(S(=O)(=O)N4CCc5ccccc54)c3)nc12
10	COc1ccc(N2CCN(c3c(S(=O)(=O)c4ccccc4)cnc4ccc(OC)cc34)CC2)cc1

screen / no.,6,7,8,9,10
GSIS activator,24,-6,3,-35,11
Xi reactivation,0.0,0.0,0.0,0.1,0.2

11	C[C@@H]1CC=CC[C@H](c2ccc(F)cc2)NC(=O)[C@@H](Cc2ccccc2)N(C)C(=O)c2ccccc2O1 (mixture of isomers)
12	O=C(c1cnn(-c2ccccc2)c1)c1ccccc1O
13	CCC/C(C)=N/NC(=O)c1ccccc1O
14	COc1ccccc1NC(=O)COc1ccc(/C=N/NC(=O)CSCc2cc(C)cc(C)c2)cc1
15	Cc1cc(C)c(-c2c(O)c3c(n(C)c2=O)CC(C)(C)CC3=O)c(C)c1

screen / no.,11,12,13,14,15
GSIS activator,-20,-2,-1,12,-6
Xi reactivation,0.1,0.0,0.1,0.1,0.2

16	CC(C)CNC(=O)CC(=O)N/N=C/c1cccs1
17	CC(C)NC(=O)N(C)C[C@@H]1Oc2ccc(N)cc2C(=O)N(C)C[C@H]1C
18	Cc1ccc(OCC(=O)NNC(=O)C(=O)NC(C)(C)C)cc1
19	COc1cc(CNC(C)(C)CO)ccc1OCC(=O)NC(C)(C)C
20	O=C(Nc1ccccc1)Nc1cc(S(=O)(=O)N2CCOCC2)ccc1N1CCCC1

screen / no.,16,17,18,19,20
GSIS activator,6,13,-3,15,-11
Xi reactivation,0.1,0.3,2.1,0.2,0.2

21	COc1cc(C(=O)Nc2cc(C(F)(F)F)ccc2N2CCOCC2)ccc1O
22	COc1ccccc1-c1ccc(/C=C2/C=C(C)OC2=O)o1
23	CCS(=O)(=O)N1CC2(CN(Cc3ccc4c(c3)OCO4)[C@@H](CO)c3[nH]c4cc(OC)ccc4c32)C1
24	CC(C)(C)c1nnc(N/N=C/c2ccc(Br)cc2)n(N)c1=O
25	CCOC(=O)c1cc(C(=O)n2cc(Cl)cn2)nn1C

screen / no.,21,22,23,24,25
GSIS activator,24,-21,-16,0,-5
Xi reactivation,0.5,0.0,0.0,0.5,0.2

26	Cc1oc(/C=N/NC(=O)CN(c2ccccc2Cl)S(C)(=O)=O)cc1Br
27	COC(=O)c1ccc(/C=C2\N=C(SC)SC2=O)cc1
28	Cc1ccccc1NC(=O)Cn1c(=O)n(Cc2ccccc2)c(=O)c2c(C)c(C)sc21
29	COc1ccc(CCNC(=O)C(=O)NCCOc2ccccc2Cl)cc1OC
30	CCCNCc1nnc(-c2ccccc2Cl)o1

screen / no.,26,27,28,29,30
GSIS activator,-27,-14,16,56,-4
Xi reactivation,0.5,0.3,0.3,-0.1,0.0

31	Cc1ccc(-c2nnc3ccc(SCC(=O)N4CCCc5ccccc54)nn23)cc1
32	NC(=S)N=Nc1c(O)n(Cc2ccc(Br)cc2)c2ccccc12
33	COc1cccc(CN2[C@@H](CO)[C@@H](c3ccccc3)C23CN(Cc2ccccc2OC)C3)c1
34	COc1ccc([C@H]2C/C=C\C[C@@H](c3cccc(Cl)c3)NC(=O)[C@H](c3ccccc3)CC(=O)N2)c(OC)c1
35	CNC(=S)N/N=C(\C)c1ccc(C)c(C)c1

screen / no.,31,32,33,34,35
GSIS activator,11,2,-1,1,1
Xi reactivation,0.3,-0.1,0.0,0.1,0.2

As entered above:
In Xi reactivation, compound 32 has the entry -0.1
In GSIS activator, compound 31 has the entry 11
In GSIS activator, compound 34 has the entry 1
In GSIS activator, compound 35 has the entry 1

Carrying on.
36	CCOC(=O)C1=C(C)NC(C)=C(C(=O)OCC)C1/C=C/c1ccccc1OC
37	COC(=O)c1ccccc1NC(=O)N1c2ccccc2Sc2ccccc21
38	CC(=O)Nc1ccc2c(c1)CC(=O)N(C)C[C@H](C)[C@H](CN(C)C(=O)NC(C)C)O2
39	CC(C)CNC(=O)COC(=O)/C=C/c1ccco1
40	CSc1nnc(C)c(=O)n1COC(=O)c1ccc(S(=O)(=O)N2CCCC2)cc1

screen / no.,36,37,38,39,40
GSIS activator,-16,35,18,-1,-5
Xi reactivation,0.0,0.3,0.2,0.0,-0.1

41	CC(C)CC(=O)NC(=S)NNC(=O)c1ccc([N+](=O)[O-])cc1
42	O=C(Nc1nnc(-c2ccco2)o1)c1ccc2ccccc2c1
43	Cc1cc(C(=O)CSc2nnc(N)s2)c(C)n1Cc1cccs1
44	CN(C)C(=O)CSc1nc2ccccc2n1Cc1ccccc1
45	C[C@H]1CN([C@@H](C)CO)C(=O)c2c(c3ccccc3n2C)-c2ccccc2CO[C@H]1CN(C)S(=O)(=O)c1cccc(C#N)c1

screen / no.,41,42,43,44,45
GSIS activator,-12,19,12,3,7
Xi reactivation,0.0,0.3,0.0,0.0,-0.2

Retrieved by compound from above:
39	CC(C)CNC(=O)COC(=O)/C=C/c1ccco1
5	CCOC(=O)c1c(NC(=O)C2COc3ccccc3O2)sc2c1CC(C)(C)NC2(C)C (configuration not stated)
24	CC(C)(C)c1nnc(N/N=C/c2ccc(Br)cc2)n(N)c1=O
12	O=C(c1cnn(-c2ccccc2)c1)c1ccccc1O

screen / no.,39,5,24,12
GSIS activator,-1,-19,0,-2
Xi reactivation,0.0,-0.2,0.5,0.0

(listing goes on)
46	C=CCn1c(SCc2nc3sc(C(=O)O)c(C)c3c(=O)[nH]2)nnc1-c1ccccc1
47	CCCC(=O)N1CC2(CN(C(C)=O)C2)c2c(n(C)c3cc(OC)ccc23)[C@@H]1CO
48	COc1cc(/C=C(\NC(C)=O)C(=O)Nc2ccc(NC(C)=O)cc2)ccc1OC(C)=O
49	CCOC(=O)c1cnc2c(-c3cccc(Br)c3)cnn2c1C
50	O=[N+]([O-])c1ccc(N2CCN(c3ccccc3F)CC2)c(S(=O)(=O)N2CCOCC2)c1

screen / no.,46,47,48,49,50
GSIS activator,14,43,6,0,-20
Xi reactivation,0.0,0.2,0.1,0.1,-0.1

51	CC(C)c1ccc(C2CC(c3ccc(Br)cc3)=NN2C(N)=S)cc1 (configuration not stated)
52	Cc1nn(-c2ccccc2)c(N2CCCC2)c1/C=N/NC(=O)c1ccccc1O
53	Cc1cccc(NC(=S)N2CCOCC2)c1C
54	COc1cccc(/C=C/C(=O)OCC(=O)NCC2CCCO2)c1OC (configuration not stated)
55	C=CCn1c(SCC(=O)NC(=O)c2cccc([N+](=O)[O-])c2)nnc1-c1ccccc1F

screen / no.,51,52,53,54,55
GSIS activator,-22,-29,-9,21,-1
Xi reactivation,0.2,0.0,0.2,0.3,0.3

Sorted by the number under GSIS activator (low to high): some entries from above
| No. | smiles | GSIS activator |
| --- | --- | --- |
| 52 | Cc1nn(-c2ccccc2)c(N2CCCC2)c1/C=N/NC(=O)c1ccccc1O | -29 |
| 51 | CC(C)c1ccc(C2CC(c3ccc(Br)cc3)=NN2C(N)=S)cc1 (configuration not stated) | -22 |
| 55 | C=CCn1c(SCC(=O)NC(=O)c2cccc([N+](=O)[O-])c2)nnc1-c1ccccc1F | -1 |
| 54 | COc1cccc(/C=C/C(=O)OCC(=O)NCC2CCCO2)c1OC (configuration not stated) | 21 |

The list continues.
56	O=C(CN1CCCCCCC1)N/N=C/c1ccc(F)cc1F
57	O=C(Nc1ccc(S(=O)(=O)N2CCCCC2)cc1)C1CCCN(C(=O)c2ccc(Cl)cc2)C1 (configuration not stated)
58	COc1ccccc1N(CC(=O)N/N=C/c1c(O)ccc2ccccc12)S(C)(=O)=O
59	C[C@H]1CN(C)C(=O)c2cc(N)ccc2O[C@H]1CN(C)S(C)(=O)=O
60	COc1ccc(-n2nnnc2SCC(=O)NNC(=O)c2ccc([N+](=O)[O-])cc2)cc1

screen / no.,56,57,58,59,60
GSIS activator,41,-21,0,1,28
Xi reactivation,0.4,0.6,0.4,0.1,0.2

61	CN1c2ccccc2C2(C)CCCC3=Cc4cc([N+](=O)[O-])cc([N+](=O)[O-])c4OC312 (configuration not stated)
62	COc1cccc(S(=O)(=O)Nc2ccc3c(c2)C(=O)N(C)[C@H]2CC[C@H](CC(=O)Nc4cc(F)ccc4F)O[C@@H]2CO3)c1
63	O=C(N/N=C/c1ccc(-c2ccccc2[N+](=O)[O-])o1)c1cncc(Br)c1
64	CCN(C(=S)NC(=O)c1ccccc1Br)C1CCCCC1
65	COc1cc(/C=N/NC(=O)c2ccc(COc3ccccc3Cl)o2)cc(Br)c1O

screen / no.,61,62,63,64,65
GSIS activator,-22,1,13,10,5
Xi reactivation,0.5,0.0,0.0,0.0,0.1

66	CN(CC(=O)Nc1cccc2ccccc12)C(=O)/C=C/c1cccs1
67	COCC(=O)Nc1cc([N+](=O)[O-])ccc1OC
68	Clc1cccc(-c2ccc(C=Nc3ccc(N4CCOCC4)cc3)o2)c1
69	C[C@H](CO)N1C[C@H](C)[C@@H](CN(C)C(=O)Nc2ccccc2C(F)(F)F)OCc2ccccc2-c2c(n(C)c3ccccc23)C1=O
70	Cc1ccccc1-c1ccc([C@H]2[C@@H](CO)N3C(=O)CN(C(=O)c4cccnc4)C[C@H]23)cc1

screen / no.,66,67,68,69,70
GSIS activator,-25,-8,-1,16,-16
Xi reactivation,0.0,0.4,0.0,0.0,0.3

71	C/C=C/c1ccc([C@H]2[C@@H](CO)N(CC3CCCCC3)[C@H]2CNC(C)C)cc1
72	O=C(CNc1cccc2ccccc12)c1ccc([N+](=O)[O-])cc1
73	Cc1cc(C)n(-c2ccc(C(=O)Nc3cc(S(=O)(=O)N(C)C)ccc3Cl)cc2)n1
74	Cc1cccc(C(c2c(C)nn(-c3ccccc3)c2N)c2c(C)nn(-c3ccccc3)c2N)c1
75	CC(/C=N/n1c(-c2ccco2)n[nH]c1=S)=C\c1ccco1

screen / no.,71,72,73,74,75
GSIS activator,-16,0,-11,-32,14
Xi reactivation,-0.1,0.5,-0.1,0.0,0.1

76	O=C(CC(C(=O)O)c1ccccc1)Nc1cccc2ccccc12 (configuration not stated)
77	CC(C)(/C=N/NC(=O)CSCc1ccccc1Cl)CCC#N
78	CN1CCN(C(=S)SCC(=O)Nc2nc(-c3ccccc3)c(-c3ccccc3)o2)CC1
79	Cc1cc([N+](=O)[O-])ccc1NC(=O)/C=C/c1cccs1
80	Clc1ccc2c(c1)C(C1=NCCN1)c1ccccc1CS2 (configuration not stated)

screen / no.,76,77,78,79,80
GSIS activator,28,12,-18,-15,19
Xi reactivation,0.0,0.0,0.1,0.0,1.9

81	O=[N+]([O-])c1ccc2nc(SCc3cn4cc(Cl)ccc4n3)[nH]c2c1
82	COC(=O)[C@@H](NC(=O)c1ccc(OC2CCN(Cc3ccccn3)CC2)cc1)C(C)C
83	O=C(CCN1C(=O)c2cccc3cccc(c23)C1=O)N1CCN(c2ccccc2F)CC1
84	COc1ccc(OC)c(C(=O)c2ccc(C(=O)Nc3ccc4ccccc4c3)cc2)c1
85	COc1ccc(CN2CC3(CCN(Cc4ccccn4)CC3)c3c(n(C)c4cc(OC)ccc34)[C@H]2CO)cc1

screen / no.,81,82,83,84,85
GSIS activator,3,-12,5,-24,-20
Xi reactivation,0.1,0.0,0.0,0.0,0.3

86	CCOC(=O)c1c(NC(=O)C2C3C=CC(CC3)C2C(=O)O)sc(C)c1C (configuration not stated)
87	O=C(/C=C/c1ccc(F)cc1)Nc1cccc(S(=O)(=O)Nc2cccc(C(F)(F)F)c2)c1
88	C/C(=N/Nc1nc(-c2ccccc2)cc(-c2ccc(F)cc2)n1)c1cccc(N)c1
89	Cc1nc(Cl)c(C(=O)NCCC(C)C)c(C)c1[N+](=O)[O-]

screen / no.,86,87,88,89
GSIS activator,1,28,24,4
Xi reactivation,-0.1,0.0,0.0,0.1

Rewritten as labelled records: 2 of the compounds above
87	O=C(/C=C/c1ccc(F)cc1)Nc1cccc(S(=O)(=O)Nc2cccc(C(F)(F)F)c2)c1
  GSIS activator: 28 | Xi reactivation: 0.0
88	C/C(=N/Nc1nc(-c2ccccc2)cc(-c2ccc(F)cc2)n1)c1cccc(N)c1
  GSIS activator: 24 | Xi reactivation: 0.0

The list is partial. The share of hits here may be higher or lower than overall.
